# Bioassay records deposited in PubChem BioAssay by several laboratories.
# MC4R barr agon – activates human MC4R beta-arrestin recruitment; U2OS MC4R beta-arrestin complementation, luminescence; percent of melanotan II response, DMSO zero; activation, % at 8.9 µM; actives 0.98% (n = 360,000); AID 540308;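 active means activation above a per-plate cutoff, the mean activation of sample wells on that plate plus 3 SD, cut at about 8% in these data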
# ABHD5-PLIN5 inh – inhibitors of human ABHD5-perilipin-5 interaction. inhibition, % at 4 µM. actives 0.78% (n = 360,000). Split G. princeps luciferase complementation, luminescence, 4 h. Q00G26+Q8WTS1. AID 602281;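 active means inhibition above the mean inhibition across every tested compound plus 3 SD, cut at about 22% in these data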;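 further: 0% = DMSO only wells and the 100% control is not disclosed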
# Target sequence (Q00G26 whole entry, looked up): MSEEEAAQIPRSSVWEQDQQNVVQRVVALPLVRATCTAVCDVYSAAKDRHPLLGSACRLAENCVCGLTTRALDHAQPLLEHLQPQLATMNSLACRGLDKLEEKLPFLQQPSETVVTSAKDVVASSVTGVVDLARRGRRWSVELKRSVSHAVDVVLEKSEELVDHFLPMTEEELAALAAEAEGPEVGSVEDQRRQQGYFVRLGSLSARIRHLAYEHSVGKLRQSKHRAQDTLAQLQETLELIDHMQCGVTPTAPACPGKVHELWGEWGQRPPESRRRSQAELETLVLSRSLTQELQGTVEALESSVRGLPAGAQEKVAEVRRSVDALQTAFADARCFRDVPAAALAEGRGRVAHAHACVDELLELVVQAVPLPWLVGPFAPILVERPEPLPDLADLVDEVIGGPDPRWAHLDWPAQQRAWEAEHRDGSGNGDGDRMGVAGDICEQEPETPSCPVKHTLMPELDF
# Target sequence (Q8WTS1 whole entry, looked up): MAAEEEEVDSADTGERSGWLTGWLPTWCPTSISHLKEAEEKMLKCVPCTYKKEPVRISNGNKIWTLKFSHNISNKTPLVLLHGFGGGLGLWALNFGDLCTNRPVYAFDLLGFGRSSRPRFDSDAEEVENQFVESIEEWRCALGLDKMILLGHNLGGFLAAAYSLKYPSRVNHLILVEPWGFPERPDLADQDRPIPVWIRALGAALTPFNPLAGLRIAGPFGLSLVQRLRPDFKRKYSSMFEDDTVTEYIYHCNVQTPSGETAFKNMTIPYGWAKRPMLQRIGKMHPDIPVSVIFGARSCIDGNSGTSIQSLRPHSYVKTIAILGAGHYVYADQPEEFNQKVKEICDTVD
# ABCB6 inh 2 – inhibitors of human ABC transporter ABCB6; Q9NP58; K562-ABCB6 porphyrin accumulation, flow cytometry, 1 h; active compounds read low; fluorescence ratio to DMSO, % at 10 µM; actives 0.19% (n = 360,000); AID 602162;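 active means fluorescence ratio to DMSO below 75%, the collection mean minus 3 SD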;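 further: signal is porphyrin accumulated inside mitochondria; 100% equals median channel fluorescence of DMSO control wells; lower ratio means ABCB6 inhibition with less porphyrin fluorescence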
# NOD2-RIPK2 inh – blocks binding of human NOD2 to RIPK2; O43353; CHO BLA complementation NOD2-RIPK2, CCF4 ratio; inhibition, % at 4.98 µM; actives 0.38% (n = 360,000); AID 624267; in the data active means inhibition above about 21%;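 further: 0% = vehicle only and 100% = reference blocker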
# Exocytosis inh – blocks lytic granule exocytosis; inhibition, % at 10 µM; actives 0.66% (n = 360,000); TALL-104 LAMP-1 surface exposure, flow cytometry; cells stimulated with thapsigargin and PMA;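 active means inhibition above about 55%, limit read from the data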
# TLR9-MyD88 inh – TLR9-MyD88 interaction inhibition. Q9NR96+Q99836. CHO BLA complementation TLR9-MyD88, CCF4 FRET ratio. inhibition, % at 4.98 µM. actives 0.21% (n = 340,000);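 active means inhibition above the mean over all tested compounds plus 3 SD, cut at about 21% in these data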;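 further: 0% = DMSO only wells and 100% = clavulanate BLA inhibitor control wells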
# N-glyco inh – N-linked glycosylation inhibition | AID 588692 | actives 0.23% (n = 360,000) | reporter increase, % at 12.5 µM | D54 ERlucT glycosylation luciferase reporter, 24 h; percent of 100 nM tunicamycin response;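 active means mean luciferase reporter signal, scaled so untreated is 0 and the glycosylation-blocking control 100, at or above a set limit in every replicate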;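 further: luciferase carries N-glycosylation sites so blocking glycosylation raises the light; 0% = median of neutral control wells and 100% = median of 100 nM tunicamycin wells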
# aDG glyco up – increases alpha dystroglycan glycosylation; actives 0.22% (n = 360,000); Pro5-aDG cells, alpha-DG glycosylation AlphaScreen (IIH6); 0% Pro5, 100% B10-LARGE cell signal; AID 624168; activation, % at 10 µM;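 active means activation of at least 8% versus controls, or a plate z-score of at least 8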;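 further: Pro5 are CHO cells carrying HIG-tagged alpha-DG that lacks glycosylation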
# Vif inh – blocks HIV Vif function; HEK293T cells, Vif self-association by quenched fluorescence, imaging, 24 h; inhibition, % at 7.49 µM; actives 0.35% (n = 340,000); AID 602346; in the data active means inhibition above about 50%, passing the limit was not always enough; further: some results filed as inactive read as strong as hits
# MC4R antagonist – blocks human MC4R cAMP signaling. P32245. MC4R-expressing cells, MTII-stimulated cAMP, LANCE TR-FRET. inhibition, % at 6.5 µM. actives 0.48% (n = 360,000);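 active means inhibition above its plate's cutoff, the mean of tested wells on that plate plus 3 SD, cut at about 29% in these data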;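 further: 0% = Melanotan II alone and 100% = Melanotan II plus saturating MCL0020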
#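 Material – human MC4R-expressing U2OS cells · Repeats – no replicates · Detection – TR-FRET with Eu-cAMP and labeled anti-cAMP, 671 nm · Times – compound 30 min, challenge 1 h, detection 1 h · Compound – single nominal compound dose of 6.5 µM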
# * = called active by the depositor; x = not tested or not shown. Only part of the results is shown; rates above refer to the full screens.
SMILES,MC4R barr agon,ABHD5-PLIN5 inh,ABCB6 inh 2,NOD2-RIPK2 inh,Exocytosis inh,TLR9-MyD88 inh,N-glyco inh,aDG glyco up,Vif inh,MC4R antagonist
O=C(COc1ccc(S(=O)(=O)NC2CCCCC2)cc1)N1CCN(c2cccc(Cl)c2)CC1,3.1,-6.7,93.0,-2.3,6.3,-1.0,-3.5,3.3,-15.9,18.4
COc1ccc(OC)c(NC(=O)[C@@]2(CC(=O)O)CC(/C=C/c3ccccc3)=NO2)c1,-1.1,-0.8,100.0,-3.0,1.1,-0.3,1.7,-0.1,0.5,11.8
O=c1cc(NCc2ccccc2)nc2ccccn12,-0.7,-2.9,101.0,-9.1,-5.3,5.0,-1.0,0.2,0.2,7.9
COc1ccc(N2CC(=O)N(c3ccccc3)C2=S)cc1,-0.1,1.3,105.0,-8.9,-1.5,3.0,0.0,0.4,5.5,7.3
COc1ccccc1NC(=O)C(C)N1C(=O)C2CCCCC2C1=O (configuration not stated),-1.6,-14.5,97.0,-32.5,-3.1,0.2,1.9,0.1,0.7,2.1
S=C(Nc1ccc2nc(-c3ccccn3)c(-c3ccccn3)nc2c1)N1CCCCC1,-1.7,-20.9,111.0,-1.4,3.0,0.2,4.1,-0.2,-0.2,12.2
COC(=O)C1=C(C)N(CCCC(=O)O)C(=O)NC1c1ccccc1Cl (configuration not stated),-0.5,-0.9,99.0,-8.1,0.3,1.1,0.3,0.0,x,2.1
O=C(CC1CCCCC1)NCc1ccccc1Cl,-0.5,-4.0,103.0,-12.3,-1.5,-3.5,-2.8,-0.1,-1.8,5.4
O=C(CN1CCN(c2ccccn2)CC1)Nc1ccc(OC(F)(F)F)cc1,2.1,-3.2,89.0,-0.1,8.4,0.9,1.7,0.0,x,2.2
CC(=O)c1ccc(N2CCN(C(=S)Nc3cccc(Cl)c3)CC2)cc1,3.0,-1.4,108.0,-9.6,-3.0,2.9,0.1,0.3,1.8,14.4
CCCCCCN1C[C@@H](O)[C@H](n2cc(C3CC3)nn2)C[C@@H]1c1ccc(OC)cc1,-1.7,4.0,102.0,-2.6,0.7,-1.1,0.7,2.1,0.4,6.4
CC(=O)N1Cc2cc(C(=O)NCC(F)(F)F)nc(-c3cccc(-c4cc5ccccc5o4)c3)c2[C@H]1CCO,x,4.9,92.0,-7.0,0.4,x,x,0.4,x,x
COc1ccc(N2CCN(C(=O)C3CCCN(S(=O)(=O)c4ccc5c(c4)oc(=O)n5C)C3)CC2)cc1 (configuration not stated),0.1,-1.3,99.0,-12.2,-4.4,-4.3,-3.1,0.9,-2.0,10.9
Cc1ccc(N(CN2CCCC2=O)C(=O)c2ccc(OC(C)C)cc2)cc1,-1.2,-4.0,94.0,-17.1,-0.8,2.2,0.5,-0.1,-2.5,5.3
Cc1cc(C)c2c(-n3cccc3)c(C(=O)NNS(=O)(=O)c3ccc(Br)cc3)sc2n1,0.1,-5.0,96.0,-7.4,5.7,10.1,1.8,-0.3,17.7,6.2
CC(C)OCCCNc1ccc(N2C(=O)CCCC2=O)cc1[N+](=O)[O-],-1.7,1.2,92.0,2.6,-6.5,-0.9,0.6,0.0,5.2,6.2
COc1ccc(CCNc2cc(C)[nH]c(=O)c2)cc1OC,-1.2,-1.8,99.0,-2.0,-1.8,-2.7,2.2,0.2,-2.4,8.0
COc1ccc(OC)c(NC(=O)CCN2CCN(CCO)CC2)c1,-1.7,2.5,101.0,-5.9,-0.3,1.8,0.9,0.0,6.2,4.5
OCc1ccc(OCCCOc2cccc3cccnc23)cc1,-0.2,-1.3,94.0,2.5,0.9,-6.7,2.6,0.0,-2.5,19.9
COC(=O)C1CN(Cc2ccccc2)C(=O)C1=O (configuration not stated),-2.0,-0.4,94.0,2.9,-5.5,-11.2,3.4,0.0,40.5,-2.5
O=C(CCc1nc(-c2ccccc2)c(-c2ccccc2)o1)OCc1ccc(Cl)cc1,-0.7,-6.9,102.0,-6.0,-5.3,7.8,0.7,0.1,-0.3,3.5
Nn1c(SCC(=O)Nc2nccs2)nncc1=O,-1.1,-1.6,98.0,-7.8,-1.2,4.1,1.3,-0.1,-3.0,9.6
Cc1cc(C)n(CC(O)COc2ccccc2Br)n1 (configuration not stated),-1.2,-1.8,94.0,-6.3,-3.9,-10.7,-0.8,0.2,2.5,-4.3
CN(C)C(CNC(=O)CCc1nc2ccccc2s1)c1ccccc1 (configuration not stated),-0.8,7.9,101.0,-2.5,13.8,1.9,-1.2,-0.1,5.0,0.8
CC1(C)CC[C@]2(CO)CC[C@]3(C)C(=CCC4[C@@]5(C)CC[C@H](O)[C@@](C)(CO)C5CC[C@]43C)[C@@H]2C1 (some centres not stated),11.1*,-7.0,94.0,7.9,18.0,-1.1,-4.2,-0.2,-4.3,5.1
O=c1nc(-c2ccccc2)c2ccccc2[nH]1,-0.9,0.4,88.0,-12.6,-2.1,-16.5,1.6,-0.1,7.9,-6.4
COc1ccc(CNC(=O)CCN2C(=O)c3ccncc3C2=O)cc1OC,1.3,-4.2,107.0,-11.9,1.2,-7.6,1.4,0.0,-4.0,33.5*
CCc1nc2c(OCC(=O)c3ccc(F)cc3)cccn2c1N(C)C(=O)c1ccccc1F,-1.8,-3.1,97.0,10.8,-1.3,x,-2.8,-0.4,x,-4.4
Cn1nc(C(F)(F)F)c(C#N)c1N1CCN(c2ccccc2)CC1,-1.0,-3.6,98.0,0.7,2.6,0.1,-8.9,-0.2,29.2,0.8
COc1ccc(CCNC(=O)C(=O)NCCCN2CCOCC2)cc1,-1.9,1.8,98.0,-9.2,-1.0,0.5,3.5,0.1,-2.5,-1.8
O=C1NNC(=O)C1c1ccccc1,0.2,4.3,98.0,13.2,-7.2,7.3,1.3,-0.1,5.6,3.0
Cc1c(C)n(C)c2ccc(C(=O)NCCc3ccco3)cc12,-1.4,12.0,101.0,-5.3,-10.2,-3.8,-2.1,-0.1,-5.1,0.3
Cc1c(OCC(=O)NCc2ccncc2)ccc2c3c(c(=O)oc12)CCCC3,-0.2,6.1,97.0,-12.6,2.2,-7.5,-0.6,0.1,-1.5,-8.3
CO/N=C(/C)CCS(=O)(=O)c1ccccc1,0.1,-6.0,97.0,-0.3,-0.8,6.2,-0.6,0.1,12.6,0.2
C=C1CCC[C@]2(C)C[C@H]3OC(=O)C(CN[C@@H](C)c4ccccc4)[C@H]3CC12 (some centres not stated),5.8,12.9,91.0,-3.7,21.2,-11.5,-2.6,-0.4,-18.4,13.3
CCOc1ccc(-n2ccnc(SCC(=O)NCCc3ccccc3)c2=O)cc1,-1.4,-4.5,96.0,-3.2,3.7,0.0,1.8,-0.1,-16.1,1.3
CC(=O)Nc1ccc(Oc2cc(C#N)c(C#N)cc2N2CCOCC2)cc1,-1.7,-2.4,102.0,1.8,1.7,2.7,1.3,-0.1,6.4,3.1
CCc1nnc(NC(=O)CN2CCN(Cc3ccccc3Cl)CC2)s1,-0.6,-0.5,96.0,1.6,-10.8,-13.0,-1.3,-0.1,0.0,17.1
O=C(O)c1c(-c2ccccc2)c2oc3ccccc3c2[nH]c1=O,-1.8,-3.8,99.0,5.7,-4.2,2.2,4.9,-0.1,2.4,-5.7
O=C1c2ccccc2S(=O)(=O)c2cc(C(=O)N3CCN(c4ccccc4)CC3)ccc21,-1.4,0.2,95.0,-5.9,-4.2,-0.3,-8.8,-0.2,6.2,-2.1
O=C(NC1CCN(C(=S)NCc2ccco2)CC1)C12CC3CC(CC(C3)C1)C2,0.6,-5.7,101.0,9.4,-1.6,-11.7,2.0,-0.1,-11.9,22.5
N#CCn1c(Cc2ccccc2)nc2ccccc2c1=O,-2.5,2.3,98.0,15.1,6.6,-7.0,1.5,0.0,0.8,4.2
COc1ccccc1CNC(=O)C1=CCN(S(=O)(=O)c2ccc(C)cc2)CC1,-0.1,7.3,101.0,-5.5,4.3,-1.6,0.4,-0.3,-3.3,-4.8
O=C(c1cnsn1)N1CCN(c2ccccn2)CC1,-1.3,-6.5,145.0,-12.3,-1.4,-6.2,1.1,0.3,-7.4,-2.0
O=C(COc1ccc(Br)cc1)N1CCCCCC1,-0.8,-4.6,99.0,0.8,-1.5,3.5,0.0,0.0,x,13.8

# Part of the list above in order of molar mass, lowest first.
SMILES,MC4R barr agon,ABHD5-PLIN5 inh,ABCB6 inh 2,NOD2-RIPK2 inh,Exocytosis inh,TLR9-MyD88 inh,N-glyco inh,aDG glyco up,Vif inh,MC4R antagonist
Cc1c(C)n(C)c2ccc(C(=O)NCCc3ccco3)cc12,-1.4,12.0,101.0,-5.3,-10.2,-3.8,-2.1,-0.1,-5.1,0.3
O=C(COc1ccc(Br)cc1)N1CCCCCC1,-0.8,-4.6,99.0,0.8,-1.5,3.5,0.0,0.0,x,13.8
C=C1CCC[C@]2(C)C[C@H]3OC(=O)C(CN[C@@H](C)c4ccccc4)[C@H]3CC12 (some centres not stated),5.8,12.9,91.0,-3.7,21.2,-11.5,-2.6,-0.4,-18.4,13.3
CCc1nnc(NC(=O)CN2CCN(Cc3ccccc3Cl)CC2)s1,-0.6,-0.5,96.0,1.6,-10.8,-13.0,-1.3,-0.1,0.0,17.1

# (next part)
SMILES,MC4R barr agon,ABHD5-PLIN5 inh,ABCB6 inh 2,NOD2-RIPK2 inh,Exocytosis inh,TLR9-MyD88 inh,N-glyco inh,aDG glyco up,Vif inh,MC4R antagonist
CC(=O)NNc1ncnc2c1cnn2-c1ccc(C)c(Cl)c1,-1.0,4.0,98.0,-6.9,-0.7,2.6,-1.5,-0.2,-4.4,7.3
COc1ccc(OC)c(C2CC(=O)Nc3n[nH]c(-c4ccccc4)c32)c1 (configuration not stated),0.3,-3.0,97.0,1.5,-3.2,-6.5,5.9,-0.3,1.3,16.8
O=C(COc1ccc(S(=O)(=O)N2CCOCC2)cc1)Nc1ccc2c(c1)OCCO2,-2.7,5.2,98.0,-6.6,-5.0,6.1,-4.2,0.1,x,2.4
CC(C)Cc1nc2oc3c(NCCCN4CCOCC4)ncnc3c2c2c1CCC2,1.1,2.6,98.0,13.2,31.5,-1.5,6.0,0.7,-3.7,13.8
COc1cc(OC)cc(C(=O)N/N=C\c2ccoc2)c1,1.6,16.8,102.0,-0.9,12.3,-1.1,x,0.2,x,5.2
O=C(COc1ccc(-c2ccccc2)cc1)Nc1cccnc1,-0.4,6.2,92.0,-3.7,-8.0,-1.7,-1.5,4.6*,-11.1,11.8
CCCCNC(=O)c1c(N)[nH]c(C(=O)c2ccccc2)c1-c1ccccn1,x,-26.4,93.0,0.5,6.5,x,x,-0.2,x,x
O=C(CN1CCN(c2ccc(O)cc2)CC1)NC(=O)NCc1ccco1,-1.7,0.8,103.0,2.7,4.0,1.2,-0.4,0.2,-2.2,-10.0
Cn1c(CNC(=O)OC(C)(C)C)nnc1SCC(=O)N1CCOCC1,-0.8,-5.5,96.0,-17.9,-23.4,2.0,0.1,-0.1,-3.3,-2.8
O=C(NNC(=O)[C@@H]1CCCC[C@@H]1C(=O)O)Nc1ccccc1,-0.5,2.0,102.0,-2.3,-4.8,-0.3,3.4,0.0,-1.4,2.8
